Compound activity from PubChem.
LYP inhibition = PTPN22 lymphoid phosphatase activity blockers – biochemical, fluorescence intensity, uHTS (AID 1779); recombinant LYP phosphatase, fluorescence intensity; higher % means a stronger effect; inhibition, % at 11.5 µM, or IC50 in µM where a hit was titrated; 290,000 tested, 0.054% active;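 note: plate controls were vehicle with enzyme for no effect and no enzyme for full effect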
P. falciparum M17LAP = P. falciparum M17LAP inhibitors, primary screen, biochemical, fluorogenic H-Leu-NHMec substrate, 1536-well (AID 1619). 220,000 tested, 0.38% active. inhibition, % at 30 µM, or IC50 in µM where a hit was titrated. recombinant M17LAP, H-Leu-NHMec fluorogenic kinetic assay; higher % means a stronger effect;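 active = compound inhibiting the enzyme by more than half at any dose during confirmatory dose-response retesting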;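 note: plate controls were full reaction with DMSO carrier for no effect and no enzyme background for full effect; strong numbers were not always called active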
XIAP displacement = small molecules displacing peptide from XIAP – biochemical, IAP family, fluorescence polarization (AID 1018); XIAP BIR domain, fluorescence polarization peptide displacement; higher % means a stronger effect; displacement, % at 20 µM, or IC50 in µM where a hit was titrated; 200,000 tested, 0.007% active; in the data active = displacement above about 50%; note: a part of the inactive calls stands beside numbers as strong as those of hits
Siah-1 displacement = Siah-1 peptide-binding antagonists, primary screen, biochemical, fluorescence polarization, rhodamine-plectin, uHTS (AID 1817); Siah-1 / rhodamine-plectin peptide fluorescence polarization; higher % means a stronger effect; 290,000 tested, 0.02% active; one-dose displacement, % at 20 µM; IC50 in µM for titrated hits;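 active = displacement of at least 50% at 20 µM, with a fluorescence ratio check between 0.3 and a set limit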;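 note: plate controls were Siah plus tracer with DMSO for no effect and tracer alone without Siah for full effect; strong numbers were not always called active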
human PMI inhibition = MPI enzyme activity inhibition – biochemical, fluorescence intensity, coupled assay, primary screen (AID 1209) | purified PMI enzyme, coupled fluorescence intensity; higher % means a stronger effect | inhibition, % at 20 µM; hits with a dose series show IC50 in µM | 190,000 tested, 0.42% active;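 note: plate controls were DMSO vehicle for no effect and wells lacking substrate for full effect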
AID2073 = disruptors of CaV2.2 binding to Mint1 – biochemical, HTRF (AID 2073); HTRF protein-protein interaction, Mint1-CaV2.2; higher % means a stronger effect; inhibition, % at 20 µM; hits with a dose series show IC50 in µM; 290,000 tested, 0.19% active; in the data active = inhibition mostly above about 51%, no sharp cut-off; note: some results filed as inactive read as strong as hits
PMI inhibition = MPI inhibition at elevated mannose 6-phosphate – biochemical, fluorescence intensity, high mannose 6-phosphate, primary screen (AID 1220); recombinant PMI enzyme, coupled fluorescence intensity; higher % means a stronger effect; inhibition, % at 20 µM; hits with a dose series show IC50 in µM; 190,000 tested, 0.66% active
P. falciparum M1AAP = malaria alanyl aminopeptidase activity blockers – biochemical, fluorogenic H-Leu-NHMec substrate, 1536-well (AID 1445); recombinant M1AAP, H-Leu-NHMec fluorogenic kinetic assay; higher % means a stronger effect; inhibition, % at 30 µM; hits with a dose series show IC50 in µM; 220,000 tested, 0.42% active;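 active = primary inhibition above the hit cutoff, then over 50% inhibition at one or more dose response concentrations, cut at about 23% in these data, passing the limit was not always enough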;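 note: plate controls were DMSO full reaction for no effect and no enzyme background for full effect; strong numbers were not always called active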
Dynein cargo inh = blocks dynein driven cargo transport along microtubules | 3617.4 mouse cells, GR-EGFP nuclear translocation imaging; test concentration mostly 20 µM; stimulated with dexamethasone, 1 µM; active compounds read low | z-score, hits read low | 220,000 tested, 0.47% active | AID 1381;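 active = plate z-score of nuclear minus cytoplasmic receptor signal below a set negative limit, without overly bright fluorescence or cell loss, cut at about -3.5 in these data, passing the limit was not always enough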;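 note: z-score of nuclear minus cytoplasmic ring GR-EGFP intensity difference per well; some compounds called inactive have numbers as strong as hits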
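Buffer or medium: tet-free, stripped-serum medium; Also added: dexamethasone, 1.0 µM final; Technique: high-content fluorescence imaging after fixation; Times: 48 h induction, 1 h compound, 30 min dex at 37 °C; Read-out: per-cell GR-EGFP intensity, nucleus versus surrounding cytoplasmic ring, well-averaged.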
Dynein cargo inh cytoplasmic EGFP = also measured in Dynein cargo inh; calls as there; z-score; measured here: cytoplasmic GR-EGFP intensity; active compounds read high
Dynein cargo inh nuclear GR-EGFP = recorded beside Dynein cargo inh, whose call it bears; z-score; measured here: nuclear GR-EGFP intensity;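 lower value marks the stronger effect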
Dynein cargo inh cell count = recorded beside Dynein cargo inh, whose call it bears; z-score; measured here: cell count per field
Numbers without * were called inactive; . = no result given. Cut-off read from the data, not from the text of the source, unless noted: active = inhibition above about 50%; inactive = the rest.

Sample of the layout (3 entries):
Dynein cargo inh,human PMI inhibition,Dynein cargo inh cytoplasmic EGFP,PMI inhibition,P. falciparum M17LAP,P. falciparum M1AAP,XIAP displacement,AID2073,Siah-1 displacement,LYP inhibition,Dynein cargo inh nuclear GR-EGFP,Dynein cargo inh cell count,structure
-0.13,.,-0.79,.,-5%,-1%,.,-6%,4%,-6%,-0.013,0.092,C/C=C\C(=O)Nc1cccc(C2=NOC3(C2)C[C@@H](C(N)=O)N(C(=O)CCCCC)C3)c1 (stereo partly specified)
1.5,10%,-0.25,0%,8%,-6%,-7.8%,-1%,4%,-6%,0.92,-0.97,Cc1ccc(CN(C)CCc2ccccn2)cc1
1.1,6%,-0.21,3%,7%,3%,-5.7%,0%,-2%,-7%,1.2,-0.34,COc1ccc2c(c1)C(c1ccccc1)=NNC(c1ccco1)=N2

This part in full, repeating the preview:
Dynein cargo inh,human PMI inhibition,Dynein cargo inh cytoplasmic EGFP,PMI inhibition,P. falciparum M17LAP,P. falciparum M1AAP,XIAP displacement,AID2073,Siah-1 displacement,LYP inhibition,Dynein cargo inh nuclear GR-EGFP,Dynein cargo inh cell count,structure
-0.13,.,-0.79,.,-5%,-1%,.,-6%,4%,-6%,-0.013,0.092,C/C=C\C(=O)Nc1cccc(C2=NOC3(C2)C[C@@H](C(N)=O)N(C(=O)CCCCC)C3)c1 (stereo partly specified)
1.5,10%,-0.25,0%,8%,-6%,-7.8%,-1%,4%,-6%,0.92,-0.97,Cc1ccc(CN(C)CCc2ccccn2)cc1
1.1,6%,-0.21,3%,7%,3%,-5.7%,0%,-2%,-7%,1.2,-0.34,COc1ccc2c(c1)C(c1ccccc1)=NNC(c1ccco1)=N2
0.13,.,-0.28,.,18%,9%,.,3%,11%,-5%,-0.039,0.27,COc1ccc(C)cc1-n1c(SCC(=O)Nc2cccc(C(=O)O)c2)nc2ccccc2c1=O
-0.56,24%,-0.21,20%,-4%,-1%,0.9%,0%,3%,-3%,-0.43,0.12,Cc1cc(Cl)ccc1OCC(=O)NCCCCc1ccccc1
-1,0%,-0.28,-7%,3%,9%,-3.2%,2%,2%,-7%,-1.3,-0.17,COc1ccc2c(c1)C(=NN)c1cc(OC)ccc1-2
-0.41,-12%,-0.25,-8%,0%,-3%,-8.5%,-10%,-3%,-4%,0.22,0.2,O=C(Cc1c(Cl)cccc1Cl)OCC(=O)N1CCN(C(=O)c2ccco2)CC1
0.56,0%,-0.23,-2%,-4%,-6%,-7.1%,-2%,0%,-5%,0.47,-0.24,CSc1ccccc1Sc1cc(C(=O)O)c2ccccc2n1
-0.75,16%,0.08,12%,-31%,-2%,-0.5%,-3%,0%,2%,-0.16,0.6,CCOc1ccc(NC(=O)CCSc2nc3c(c(CC)c2C#N)C(=O)CC(C)(C)C3)cc1
-0.29,-6%,-0.29,1%,-2%,8%,-0.8%,-5%,5%,-4%,-0.17,0.38,N#Cc1ccc(CSCC(=O)NN=C2CCCC2)cc1
-0.78,2%,-0.32,2%,9%,6%,-0.4%,-9%,1%,-3%,-0.24,0.4,O=C(Nc1ccc(F)cc1F)N1CCCCC1c1cccnc1 (stereo unspecified)
3,-10%,-0.18,-6%,-44%,9%,-1.0%,15%,-2%,-2%,0.99,-1.7,COc1ccc(Oc2c(C)oc3c(CN4CCOCC4)c(O)ccc3c2=O)cc1
0.62,19%,0.093,23%,5%,0%,-6.3%,3%,-2%,-3%,0.64,-1.2,COc1cccc([C@@H]2Oc3ccc(OC)cc3C(=O)[C@H]2OC(=O)Nc2cc(OC)c(OC)c(OC)c2)c1
-0.6,9%,-0.26,3%,-6%,-1%,-12%,15%,1%,-9%,-0.2,0.51,COc1cc(OC)c2c(N)c(C#N)c(C(F)(F)C(F)(F)F)nc2c1
-0.36,7%,0.38,6%,14%,1%,-0.7%,7%,-4%,-8%,-0.33,0.13,c1ccc(CCNc2nc3ccccc3s2)cc1
-0.3,8%,-0.25,6%,7%,11%,-3.5%,-4%,3%,-9%,-0.34,0.025,COc1ccc(-c2c(C)n([O-])c3c([n+]2=O)CCC3)cc1OC
0.5,-51%,-0.14,-63%,13%,18%,0.5%,-4%,-3%,-7%,0.21,0.056,O=C(CSc1nnc(-c2cccnc2)s1)Nc1ccc(C(=O)O)cc1
0.37,14%,-0.024,2%,-2%,0%,-1.9%,21%,3%,4%,0.021,-0.9,CC(NC(=O)/C=C/c1ccco1)c1nc2ccccc2n1Cc1cccc(Cl)c1 (stereo unspecified)
-0.4,9%,-0.18,4%,4%,7%,-7.7%,0%,1%,-9%,-0.32,1.4,CCOCCCNC(=O)c1[nH]c(C)c(C(C)=O)c1C
0.49,.,-0.23,.,4%,6%,.,8%,0%,-7%,0.65,0.066,COC(=O)c1c(-c2c(Cl)cccc2Cl)noc1C(=O)NNC(=O)N(C)C
-1.2,-14%,0.13,-8%,-6%,4%,-4.7%,10%,8%,-7%,-0.51,1,Cc1ccc(S(=O)(=O)NC(=O)NCCc2ccccc2)cc1
0.34,.,-0.29,.,8%,8%,.,0%,3%,-1%,0.25,0.25,Cc1[nH]n(-c2ccccc2)c(=O)c1C=Nc1ccc(S(N)(=O)=O)cc1
-0.79,9%,-0.22,10%,-69%,6%,-5.6%,12%,-4%,-12%,-0.39,1.7,COc1ccc(-c2nc(C#N)c(NCC3CCCO3)o2)cc1OC (stereo unspecified)
0.074,10%,-0.25,9%,15%,9%,-4.5%,-7%,8%,-4%,-0.14,1,CCCCn1c(-c2ccoc2C)n[nH]c1=S
0.26,10%,-0.31,16%,-1%,9%,-5.7%,17%,-2%,-2%,0.35,0.94,Cc1ccccc1OCCNc1cc(N2CC(C)NC(C)C2)ccc1[N+](=O)[O-] (stereo unspecified)
0.96,-9%,-0.024,-3%,9%,-1%,-0.4%,4%,7%,-8%,0.95,-2,COc1ccc(C(=O)ON=C2CCN(C)CC2)cc1
1.2,9%,-0.25,10%,4%,5%,-3.1%,2%,2%,-2%,0.61,1,C=CCc1cc(C(=O)N2CCCCC2)ccc1O
0.042,7%,-0.05,4%,14%,1%,0.5%,-8%,11%,1%,0.71,-0.76,CCOCCCNCc1ccc(OCc2ccc(F)cc2)c(OC)c1
4.8,2%,-0.043,2%,-6%,3%,-1.0%,-5%,2%,-2%,2.6,-2.2,CCOC(=O)N1CCN(C(=O)c2sc3nc(-c4ccc(F)cc4)cn3c2C)CC1
0.14,.,-0.17,.,1%,2%,.,1%,-3%,-8%,0.069,-0.87,CCOc1ccc(NN=C(C(=O)OC)C(=O)OC)c([N+](=O)[O-])c1
0.59,.,-0.26,.,-11%,2%,.,12%,13%,-2%,0.29,-0.34,CCn1cc(C(=O)O)c(=O)c2cc(F)c(N3CCN(C(=S)Nc4ccccc4OC)CC3)cc21
3.4,-3%,0.1,0%,2%,4%,-1.9%,3%,0%,-4%,2.8,-2.9,CCC(NC(=O)Nc1nccs1)(C(F)(F)F)C(F)(F)F
1.4,-9%,-0.27,-8%,6%,-1%,-9.9%,-1%,1%,-3%,1,-0.88,CCn1cc([C@@H]2C[C@H]3CN(Cc4cccc(Cl)c4)C(=O)[C@]34CCCN24)cn1
0.07,16%,-0.087,8%,9%,15%,-2.6%,-2%,3%,0%,0.39,-0.84,COc1cc(/C=N/NC(=O)CSc2cc(C)c(Br)cc2C)ccc1O
0.014,-8%,-0.2,-5%,-11%,7%,-5.9%,24%,7%,-4%,-0.18,0.28,COc1cc(/C=C2\C(=O)N(CCC#N)N=C2C)c(Br)cc1OC(C)C
0.16,-17%,-0.25,9%,12%,11%,-6.0%,5%,0%,0%,-0.079,0.028,COCC(=O)Oc1c(Sc2ccccc2[N+](=O)[O-])c(C)nn1C(C)(C)C
-0.47,17%,-0.23,12%,14%,16%,0.5%,-11%,2%,0%,-0.16,-0.24,COC(=O)C1C(=O)C2=C(CC1C)NC(C)=C(C(=O)OCc1ccc(OC)cc1)C2c1ccc(C)o1 (stereo unspecified)
0.39,-6%,-0.2,-5%,-14%,2%,-2.4%,-15%,2%,-3%,0.72,-0.35,CNc1nc(-c2ccc([N+](=O)[O-])cc2)cs1
-0.47,-5%,-0.29,-4%,-2%,0%,-3.9%,2%,2%,-6%,0.26,0.24,CCNC(=S)N1CCN(CCNC2=CC(=O)CC(C)(C)C2)CC1
-0.76,-2%,-0.24,2%,-5%,0%,-4.9%,-1%,5%,-8%,-0.22,0.76,O=C(CSc1nnc(-c2ccccc2Br)o1)N1CCc2ccccc2C1
-0.13,-13%,-0.22,0%,-6%,3%,-5.1%,10%,1%,-10%,0.58,-1.3,O=C(O)CCCn1cc(NC(=O)c2ccco2)cn1
-1.1,1%,-0.31,-1%,25%,0%,-3.3%,0%,2%,-1%,-0.41,0.53,Cc1ccc(NC(=O)Cn2cccc2)c(Br)c1
-0.59,-5%,-0.24,-18%,23%,12%,-0.9%,21%,-2%,-3%,-0.32,1.2,C[C@H](N)c1nnc(SCc2c(Cl)cccc2Cl)o1
-0.04,3%,-0.23,2%,6%,9%,-2.1%,8%,6%,5%,-0.33,0.91,COc1ccnc(Oc2ccc(F)cc2)c1C(=O)N/C=N/OCc1ccc(F)cc1
-0.66,14%,-0.25,8%,8%,-4%,-2.6%,1%,-2%,-5%,-0.095,0.37,CCOC(=O)C1CCN(c2c(NC3CCCCCCC3)c(=O)c2=O)CC1
-0.45,.,-0.14,.,13%,-3%,.,4%,-2%,-2%,0.2,-0.077,CCCn1c(SCC(=O)NC2CCCC2)nnc1-c1ccccn1
1.9,18%,-0.0072,42%,-13%,5%,-2.1%,16%,-2%,-4%,1.6,-2.2,c1csc(-c2nc3c4ccccc4c4ccccc4c3[nH]2)c1
